Screening data as filed in PubChem.
PHOSPHO1 inh: blocks human PHOSPHO1 phosphatase activity; actives 1.1% (n = 290,000); inhibition, % at 13.3 µM; recombinant PHOSPHO1, absorbance phosphatase assay; AID 1565; Q8TCT1; in the data active = inhibition above about 60%
Target sequence (Q8TCT1 whole entry, looked up): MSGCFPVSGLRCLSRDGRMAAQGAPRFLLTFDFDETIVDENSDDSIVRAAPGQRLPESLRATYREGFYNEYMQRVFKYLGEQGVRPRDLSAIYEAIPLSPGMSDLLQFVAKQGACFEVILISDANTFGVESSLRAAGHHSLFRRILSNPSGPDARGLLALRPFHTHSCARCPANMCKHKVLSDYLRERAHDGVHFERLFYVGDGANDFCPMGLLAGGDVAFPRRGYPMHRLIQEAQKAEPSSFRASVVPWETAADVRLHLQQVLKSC
V1aR counter: activates human V1a receptor in oxytocin agonist counter-screen; P37288; CHO-V1R cells, Fluo-8 calcium fluorescence, agonist mode; 0% DMSO, 100% 3 nM vasopressin; activation, % at 3 µM; actives 0.25% (n = 320,000);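 active = activation above the mean activation of all tested compounds plus 3 SD, per screening run, cut at about 20% in these data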;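 note: signal is peak over basal fluorescence ratio across a 100 second FLIPR read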
Target sequence (P37288 whole entry, looked up): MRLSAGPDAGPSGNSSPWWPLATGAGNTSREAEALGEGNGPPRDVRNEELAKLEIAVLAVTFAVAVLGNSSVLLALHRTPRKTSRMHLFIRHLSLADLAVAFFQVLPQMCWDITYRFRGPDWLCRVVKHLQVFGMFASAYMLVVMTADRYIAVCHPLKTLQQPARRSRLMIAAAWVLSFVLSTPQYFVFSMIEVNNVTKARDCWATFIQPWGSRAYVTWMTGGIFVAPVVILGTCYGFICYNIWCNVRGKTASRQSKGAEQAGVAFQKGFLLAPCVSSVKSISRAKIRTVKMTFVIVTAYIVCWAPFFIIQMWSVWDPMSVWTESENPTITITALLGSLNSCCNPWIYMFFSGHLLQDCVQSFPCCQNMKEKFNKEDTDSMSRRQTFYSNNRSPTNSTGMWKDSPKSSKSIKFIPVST
GPR7 antagonist: blocks human GPR7 receptor signaling. inhibition, % at 4.4 µM. P48145. actives 1.1% (n = 290,000). GPR7-expressing cells, fluorescence antagonist assay; in the data active = inhibition above about 16%, passing the limit was not always enough;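 note: cells stimulated with the agonist NPW; 0% = agonist with vehicle and 100% = vehicle without agonist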
NS3 helicase inh: HCV NS3 helicase inhibition | AID 1800 | inhibition, % at 10.9 µM | NS3 helicase DNA unwinding, Cy5 molecular beacon fluorescence | actives 0.56% (n = 290,000);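 active = inhibition above the mean of all tested compounds plus 3 SD, set per campaign, cut at about 35% in these data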;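 note: 0% = DMSO wells and 100% = thioflavine S control wells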
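Control set: DMSO versus 110 µM thioflavine S; Material: NS3 helicase fragment of HCV; Measured by: Cy5 fluorescence at 0 and 60 min, beacon hairpin quenching; Read-out basis: percent inhibition from t60/t0 fluorescence ratio; Times: reaction time 60 min, 25 °C; Repeats: single replicate; Compound dosing: single dose, 10.9 µM nominal final, DMSO 0.8% final.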
DNA FID counter: fluorescent intercalator displacement, NS3 helicase counter-screen; DNA fluorescent intercalator displacement, fluorescence; inhibition, % at 7.9 µM; actives 0.17% (n = 290,000); in the data active = inhibition above about 37%;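 note: 0% = vehicle and 100% = reference compound; higher means more ethidium bromide displaced from hairpin DNA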
OXTR agonist: activates the human oxytocin receptor. P30559. actives 0.32% (n = 320,000). activation, % at 3 µM. CHO-OTR cells, Fluo-8 calcium fluorescence; normalized: DMSO 0%, oxytocin 100%. AID 2435;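 active = activation above the mean of all tested compounds plus 3 SD, cutoff set per screening run, cut at about 20% in these data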;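 note: peak over basal fluorescence ratio from a 100 s FLIPR kinetic read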
VIM-2 inhibitor: inhibitors of Pseudomonas aeruginosa VIM-2 metallo-beta-lactamase; purified VIM-2, nitrocefin hydrolysis, epi-absorbance fluorescence; inhibition, % at 5.6 µM; actives 0.89% (n = 290,000); AID 1527;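 active = inhibition above the mean of all tested compounds plus 3 SD, cutoff set per screening run, cut at about 7.5% in these data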;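 note: red hydrolysis product quenches plate fluorescence so inhibitors raise well fluorescence; 0% = enzyme with DMSO and 100% = DMSO without enzyme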
GalR3 antag: human GalR3 antagonism; HEK293 GalR3-CNG cAMP membrane potential fluorescence; galR3 body fused to GalR1 C-terminus; O60755; actives 0.44% (n = 360,000); AID 651719; inhibition, % at 3 µM;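 active = inhibition above the screen-wide average plus 3 SD, cut at about 13% in these data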;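 note: forskolin and galanin both at EC90 stimulate the cells; cAMP rise reported by CNG channel membrane potential dye signal; 0% = forskolin plus galanin with DMSO and 100% = forskolin alone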
Target sequence (O60755 1-299 limits assumed): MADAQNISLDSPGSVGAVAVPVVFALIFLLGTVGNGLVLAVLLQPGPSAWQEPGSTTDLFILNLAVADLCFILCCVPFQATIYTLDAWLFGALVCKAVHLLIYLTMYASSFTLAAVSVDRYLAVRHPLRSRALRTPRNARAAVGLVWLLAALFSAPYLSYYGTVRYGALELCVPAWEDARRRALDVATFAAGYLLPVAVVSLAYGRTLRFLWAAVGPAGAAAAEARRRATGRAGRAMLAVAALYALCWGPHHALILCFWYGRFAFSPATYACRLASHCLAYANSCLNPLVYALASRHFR
IMP-1 inhibitor: blocks Pseudomonas aeruginosa IMP-1 metallo-beta-lactamase. purified IMP-1, nitrocefin hydrolysis, epi-absorbance fluorescence. AID 1556. actives 0.45% (n = 290,000). inhibition, % at 5.6 µM;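 active = inhibition above the mean plus 3 SD of all compounds in the same screening run, cut at about 4.5% in these data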;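 note: 0% = IMP-1 with DMSO and 100% = DMSO wells lacking enzyme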
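System: Purified recombinant IMP-1 metallo-beta-lactamase enzyme | Measured by: Fluorescence quenching readout, ex 480/em 530 nm | Replication: Singlicate | Incubation: 15 min preincubation plus 25 min reaction at 25 °C | Evaluation: Percent inhibition from optical density relative to buffer-blank wells | Benchmarks: DMSO with and without IMP-1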
* marks the source's active call; other numbers are inactive results; . = no result given; & = joins results of further samples.

1: CCN(CC)CCCNc1nc(C)cc(COC)c1C#N
2: OC(CN1CCN(c2ccc(F)cc2)CC1)c1ccc(Cl)cc1 (stereo not given)
3: COc1ccc(Cl)cc1NC(=S)NCc1ccc(S(N)(=O)=O)cc1
4: CC(C)[C@H](CO)N(Cc1cccc(F)c1)c1nc(Nc2cccc(Cl)c2)c2ncn(C(C)C)c2n1
5: COc1cc(-n2c(C)nc3cc(C(=O)NCCN4CCOCC4)ccc32)cc(OC)c1OC
6: O=C(Nc1ncc(Cc2ccc(Cl)cc2Cl)s1)c1ccc([N+](=O)[O-])cc1
compound no.,1,2,3,4,5,6
GPR7 antagonist,-5,-6,4,.,-3,-10
PHOSPHO1 inh,-2,31,9,26,4,2
OXTR agonist,1.8,2.9,-0.2,7.7,.,4.2
GalR3 antag,1,-9,-2,-4,.,7
NS3 helicase inh,-1,-5,5,.,-4,1
VIM-2 inhibitor,0.8,-0.9,-2.4,.,2.2,-1.2
IMP-1 inhibitor,-1.7,-2.9,-2.8,.,-0.8,-3.3
DNA FID counter,6,-3,-1,.,7,-3
V1aR counter,1.4,3.1,0.4,19,.,2.4

7: COc1ccc(NC(=O)/C(=C\c2ccccc2)NC(=O)c2ccco2)cc1
8: Cc1ccc(S(=O)(=O)N(C)C)cc1NC(=S)NC(=O)C12CC3CC(CC(C3)C1)C2
9: Cc1cccc(NC(=S)NCCSc2ccc(Cl)cc2)c1
10: CC(=C\C(=O)O)/C(=C/c1ccccc1)C(=O)O
11: COC(=O)c1ccc(CN2CCC(Oc3ccc(C(=O)N4CCCCC4)cc3)CC2)cc1
12: CN(C)c1ccnc2c[cH-]cc12.[Fe].c1ccc(-[c-]2[c-](-c3ccccc3)[c-](-c3ccccc3)[c-](-c3ccccc3)[c-]2-c2ccccc2)cc1 (stereo not given)
compound no.,7,8,9,10,11,12
GPR7 antagonist,-7,-8,1,1,-23,.
PHOSPHO1 inh,-13,-19,-12,13,25,26
OXTR agonist,0.5,-0.6,2.2,0.9,0.6,-1.0&0.8
GalR3 antag,-7,-6,-6,-2,-4,-7&-2
NS3 helicase inh,3,-4,-21,1,-7,.
VIM-2 inhibitor,-2.7,-7.0,-3.8,-1.1,-1.3,.
IMP-1 inhibitor,-2.3,-2.4,-2.2,-2.7,-2.4,.
DNA FID counter,-5,-8,0,1,-4,.
V1aR counter,2.4,2.6,1.8,1.3,3.5,-0.4&1.2

13: COc1cc(NC(=S)Nc2cccnc2)cc(OC)c1OC
14: CCOC(=O)CN1NC2(CCCC(C)C2)NC1=S (stereo not given)
15: CC(=O)Nc1ccc(Nc2ncc([N+](=O)[O-])c(Nc3ccc(NC(C)=O)cc3)n2)cc1
16: CCCc1nc(SCC(=O)N2CCCC2)c2c(=O)n(C)c(=O)n(C)c2n1
17: COc1ccc(-c2nnc(SCC(=O)NC(C)C)n2CC2CCCO2)cc1OC (stereo not given)
18: O=S(=O)(N1CCOCC1)n1c(Cc2ccccc2)nc2ccccc21
compound no.,13,14,15,16,17,18
GPR7 antagonist,1,10,-8,-1,-10,13
PHOSPHO1 inh,51,91*,42,33,32,0
OXTR agonist,-0.1,1.1,-0.3,-0.8,-0.5,-1.8
GalR3 antag,-3,-7,3,-5,-3,-5
NS3 helicase inh,14,-11,-1,6,4,-4
VIM-2 inhibitor,-1.8,-4.0,-0.9,5.5,-0.5,2.5
IMP-1 inhibitor,-3.2,-3.1,-1.2,1.3,-3.3,-0.1
DNA FID counter,-3,-3,1,-36,-8,-22
V1aR counter,0.5,0.5,0.7,0.2,0.7,-1.0

19: COc1ccc(-c2nc3ccccc3c(=O)[nH]2)cc1
20: N#CCC1c2ccccc2CCN1C(=O)Nc1cccc(C(F)(F)F)c1 (stereo not given)
21: CC(C)(C)NS(=O)(=O)c1ccc(CCC(=O)NCc2ccc3c(c2)OCO3)cc1
22: CCC(C)(C)n1nnnc1C(c1ccc2ncccc2c1)N1CCN(Cc2ccc3c(c2)OCO3)CC1 (stereo not given)
23: COc1ccc(OC(C)C(=O)Nc2ccc(F)cc2F)cc1 (stereo not given)
24: O=S(=O)(Nc1ccc(-c2csc(-c3ccccc3)n2)cc1)c1ccc(F)cc1
compound no.,19,20,21,22,23,24
GPR7 antagonist,5,3,-7,-10,-5,23
PHOSPHO1 inh,24,12,2,4,4,3
OXTR agonist,0.9,0.8,-0.8,0.1,-2.0,-0.7
GalR3 antag,-3,-5,-2,-3,-4,-4
NS3 helicase inh,-4,-3,0,11,-4,0
VIM-2 inhibitor,-0.5,-1.2,-3.6,-3.5,-4.2,-0.2
IMP-1 inhibitor,-3.0,-2.1,-5.4,-4.4,-3.6,-2.0
DNA FID counter,-7,-10,-18,-3,6,2
V1aR counter,0.3,-0.3,0.4,0.9,-0.9,0.0

25: CCOc1ccc(NC(=O)CSC2=C(C#N)C(c3ccc4c(c3)OCO4)CC(=O)N2)cc1 (stereo not given)
26: O=C(CSc1ccc(Cl)cc1)N/N=C/c1cccnc1
27: CC(=O)N1CCN(C(=O)CCc2nnc(CCCCc3ccccc3)o2)CC1
28: Cc1cccc(-n2c(C)nc3cc(C(=O)N4CCOCC4)ccc32)c1
29: O=C(Nc1ccc2ccccc2c1)c1cc(F)c(F)cc1Cl
30: COc1ccc(/C(C#N)=C/c2cccnc2)cc1
compound no.,25,26,27,28,29,30
GPR7 antagonist,-1,1,-2,-5,-10,-4
PHOSPHO1 inh,-42,40,24,40,30,32
OXTR agonist,0.0,1.2,0.3,0.2,-2.5,.
GalR3 antag,-5,2,-6,-7,-13,-8
NS3 helicase inh,-7,-3,-5,-2,-8,-1
VIM-2 inhibitor,0.7,-1.0,0.5,-3.9,-1.1,-1.6
IMP-1 inhibitor,-1.7,-4.3,-1.9,-1.6,-1.6,-1.1
DNA FID counter,-1,-6,-21,-10,-6,-11
V1aR counter,-0.9,4.2,0.6,0.3,-0.6,.

31: COc1ccc(NC(=O)N(Cc2cccs2)Cc2cc3cc4c(cc3[nH]c2=O)OCO4)cc1
32: CC(=O)c1ccc(OCC(=O)N2CCN(S(=O)(=O)c3ccc(C)cc3C)CC2)cc1
33: Cc1c(Cl)ccc(S(=O)(=O)NCCCn2ccnc2)c1Cl
34: CCCOc1cccc(C(=O)O)c1
35: Fc1ccc(/C=N/N2CCOCC2)c(F)c1
36: CCOC(=O)c1ccccc1NC(=O)COC(=O)CN1C(=O)NC2(CCCC2)C1=O
compound no.,31,32,33,34,35,36
GPR7 antagonist,-4,2,-6,6,-11,-17
PHOSPHO1 inh,1,-20,.,-31,36,-13
OXTR agonist,-0.9,1.6,1.5,0.3,0.3,-0.7
GalR3 antag,.,-7,-10,-2,-4,2
NS3 helicase inh,-2,-1,-11,1,17,-6
VIM-2 inhibitor,-3.1,-3.0,-0.4,1.8,-1.2,0.2
IMP-1 inhibitor,-3.9,-1.4,-0.2,0.5,-0.9,-1.3
DNA FID counter,-6,-39,6,3,-5,-23
V1aR counter,0.9,3.1,1.9,1.0,0.2,-0.5

37: CCCC(=O)Nc1c2c(nn1-c1ccc(C)cc1)CS(=O)(=O)C2
38: Cn1c(=N)c(S(=O)(=O)c2ccccc2)cc2c(=O)n3ccccc3nc21
39: COc1ccc(C2C3=C(CC(C)(C)CC3=O)Nc3c2c(=O)[nH]c2nc(C)nn32)cc1 (stereo not given)
40: Cn1c2c(c(=O)[nH]c1=O)C(c1ccc(O)cc1)C1=C(N2)c2ccccc2C1=O (stereo not given)
41: O=C(NC1CC2CCCC(C1)N2C(=S)Nc1ccc(Cl)cc1)C1CC1 (stereo not given)
42: COC(=O)c1onc(C(=O)c2ccccc2)c1C(=O)OC
compound no.,37,38,39,40,41,42
GPR7 antagonist,-4,7,-4,5,4,-14
PHOSPHO1 inh,29,10,9,-11,24,4
OXTR agonist,0.0,0.8,-0.1,-0.5,0.4,-0.2
GalR3 antag,-7,0,-5,0,-10,-5
NS3 helicase inh,14,-2,-8,-16,4,-1
VIM-2 inhibitor,-2.9,1.6,-0.7,2.3,-3.1,-2.2
IMP-1 inhibitor,-2.9,-0.8,-1.4,-1.6,-3.1,-2.1
DNA FID counter,-2,7,-11,3,-9,0
V1aR counter,-0.9,1.7,0.8,0.7,1.6,0.0

43: CC12CCC(C(=O)N3CCN(C(=O)C45CCC(C)(C(=O)O4)C5(C)C)CC3)(OC1=O)C2(C)C
44: CC(Sc1nnc2ccccn12)C(=O)Nc1ccc2c(c1)OCO2 (stereo not given)
45: Cc1cc(=O)oc2cc(OCCCN3C(=O)c4ccccc4C3=O)ccc12
46: CC1(C)N([O-])C(c2cccs2)=C[N+]1=O
47: O=S(=O)(c1ccccc1)N1CCN(CC2CC3C=CC2C3)CC1 (stereo not given)
48: CCN(CC)CCOc1c(C)cccc1Cl
49: CCCc1cc(=O)oc2cc(C)cc(OCC(=O)NCCCN3CCOCC3)c12
50: COc1ccc(-n2nnnc2SCC(=O)NC(=O)Nc2ccc3c(c2)OCCO3)cc1
compound no.,43,44,45,46,47,48,49,50
GPR7 antagonist,-11,-10,-6,0,-1,-2,-19,-1
PHOSPHO1 inh,.,40,-1,18,-11,-4,32,7
OXTR agonist,.,-0.7,0.4,2.8,-0.7,0.1,-0.7,2.3
GalR3 antag,.,-3,-3,1,-3,-2,4,-2
NS3 helicase inh,-3,6,14,7,-7,-2,0,-4
VIM-2 inhibitor,-3.0,-0.2,-1.6,-2.5,-2.0,-3.5,2.4,-5.5
IMP-1 inhibitor,-2.5,-2.2,0.2,-1.3,-0.1,-4.9,-2.3,-3.5
DNA FID counter,2,-2,-3,2,-2,10,5,-19
V1aR counter,.,0.2,2.0,0.7,1.1,-0.7,0.8,1.4

Retrieved by compound from the list above:
17: COc1ccc(-c2nnc(SCC(=O)NC(C)C)n2CC2CCCO2)cc1OC (stereo not given)
21: CC(C)(C)NS(=O)(=O)c1ccc(CCC(=O)NCc2ccc3c(c2)OCO3)cc1
49: CCCc1cc(=O)oc2cc(C)cc(OCC(=O)NCCCN3CCOCC3)c12
compound no.,17,21,49
GPR7 antagonist,-10,-7,-19
PHOSPHO1 inh,32,2,32
OXTR agonist,-0.5,-0.8,-0.7
GalR3 antag,-3,-2,4
NS3 helicase inh,4,0,0
VIM-2 inhibitor,-0.5,-3.6,2.4
IMP-1 inhibitor,-3.3,-5.4,-2.3
DNA FID counter,-8,-18,5
V1aR counter,0.7,0.4,0.8
